CHT allo act = CHT positive allosteric modulators, primary screen, cell-based, membrane potential dye, choline EC20; High affinity choline transporter 1 (Homo sapiens), Q9GZV3; CHT-expressing cells; hits give high values; LV-AA mutant CHT in HEK293 cells; B-score at 10 µM; 310,000 tested, 0.49% active;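 active = initial fluorescence not abnormally high and integrated response B-score, plate-corrected, over 3 SD above library mean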
Target sequence (Q9GZV3 whole entry, looked up): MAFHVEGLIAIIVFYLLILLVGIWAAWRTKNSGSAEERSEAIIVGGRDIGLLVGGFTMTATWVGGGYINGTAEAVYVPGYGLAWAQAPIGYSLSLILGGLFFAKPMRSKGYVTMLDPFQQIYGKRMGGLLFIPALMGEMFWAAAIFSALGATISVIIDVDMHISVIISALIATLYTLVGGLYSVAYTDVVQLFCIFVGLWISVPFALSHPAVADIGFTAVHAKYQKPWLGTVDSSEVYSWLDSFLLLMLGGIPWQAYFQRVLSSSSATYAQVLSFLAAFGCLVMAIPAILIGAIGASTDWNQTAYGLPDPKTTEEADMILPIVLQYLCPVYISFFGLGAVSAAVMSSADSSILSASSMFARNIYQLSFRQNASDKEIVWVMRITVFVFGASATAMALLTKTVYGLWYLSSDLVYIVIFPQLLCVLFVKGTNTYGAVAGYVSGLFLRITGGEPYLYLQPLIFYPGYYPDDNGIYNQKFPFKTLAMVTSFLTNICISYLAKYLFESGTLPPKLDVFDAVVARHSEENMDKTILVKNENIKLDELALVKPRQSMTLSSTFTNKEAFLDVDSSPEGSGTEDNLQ
CHT block = inhibitors of human choline transporter CHT; AID 488975, 2010; B-score at 10 µM; CHT-expressing cells, membrane potential dye, choline response; hits give low values; 310,000 tested, 0.86% active; High affinity choline transporter 1 (Homo sapiens), Q9GZV3;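 active = B-score over 3 SD under the library average, and starting fluorescence ratio not unusually high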;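 note: choline stimulus applied at its EC90 after an EC20 pre-addition; B-score computed on integrated fluorescence ratio after choline addition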
* marks the source's active call; other numbers are inactive results; i = inactive.

structure,CHT allo act,CHT block
O=C(CSc1ccc(F)cc1)NC12CC3CC(CC(C3)C1)C2,i,i
CCCCCCCCCn1cc(C(C)=O)c(=O)[nH]c1=O,i,i
Cc1occc1C(=O)N(C)Cc1nc(-c2ccc(Cl)cc2)no1,i,i
CCOc1ccc(C2(C)CC(=O)N(C)C2=O)cc1 (centres undefined),i,i
COC(=O)c1ccc(O)c(Sc2cc(C(=O)OC)ccc2O)c1,i,-5.25*
COC(=O)C1CCN(C(=O)Cc2ccc(OC)c(OC)c2)CC1,i,i
O=C(CSC1CC(=O)N(c2ccc(C(=O)O)cc2)C1=O)Nc1ccc(Cl)cc1 (centres undefined),i,i
O=C(OCc1cc(=O)n2cc(Br)ccc2n1)c1ccc(Cl)c(S(=O)(=O)NCc2ccccc2)c1,i,i
CC1(C)CC(CC(=O)NNc2nc(-c3ccccc3)cs2)C(=O)O1 (centres undefined),i,i
CNC(=O)c1ccccc1Nc1ccc(SC(F)F)cc1,i,i
CCCCOC(=O)C(C)Nc1n[nH]c(=S)[nH]c1=O (centres undefined),i,i
COc1cccc(NC(=O)c2cc(-c3ccc(OC)cc3OC)nc3ccccc23)c1,i,i
O=C(Nc1ccc(Br)cc1)c1cccc(-n2cnnn2)c1,i,i
Cc1ccc(CCNC(=O)Cc2ccc(NC3=NC4CS(=O)(=O)CC4S3)cc2)cc1 (centres undefined),i,i
Cc1ccc(S(=O)(=O)N2C(=O)CCC2C(=O)N2CCCCC2)cc1 (centres undefined),i,i
COc1ccc(N2CCN(CC(=O)c3c(C)n(C)c4ccc(OC)cc34)CC2)cc1,i,i
CN(C)S(=O)(=O)c1cccc(NC(=S)NC(=O)C2CCCCC2)c1,i,i
O=C(NC1CCN(C(=O)Nc2cccc(Cl)c2)CC1)c1ccccc1,i,i
CCNc1nc(NCC)n2c(SC(C)C(=O)c3ccc(C)cc3)nnc2n1 (centres undefined),i,i
Cc1ccc(/C=C2\C(=N)N3N=C(CC(=O)N4CCOCC4)SC3=NC2=O)o1,i,i
COc1cc(OC)nc(Oc2cc(/C=N/O)ccc2OC)n1,i,i
COc1ccccc1NC(=O)C(NC(=O)c1ccc(C)cc1)c1ccccc1 (centres undefined),i,i
CCC(=O)N1N=C(c2ccc(NS(C)(=O)=O)cc2)CC1c1ccc(C)cc1 (centres undefined),i,i
COc1cc(CN2CCN(Cc3ccc(C)cc3)C(CCO)C2)cc(OC)c1O (centres undefined),i,i
O=C(OCC(=O)N1CCc2ccccc21)c1nc(Cl)ccc1Cl,i,i
CN(C)/C=C1/C(=O)Nc2ccccc21,i,i
CCN(C(=O)c1cn(C)c(=O)c2cc(OC)c(OC)cc12)c1cc(C)ccc1C,i,i
COc1ccc(/C=C/C(=O)NCCC(=O)N2CCCN(C)CC2)cc1,i,i
Cc1cccc(NC(=S)N2CCC(NC(=O)c3ccco3)CC2)c1,i,i
Cc1ccc(C(=O)NCC(=O)OC(C)C(=O)NC2CCCc3ccccc32)cc1 (centres undefined),i,i
O=C(CCS(=O)(=O)c1ccc(Br)cc1)N1CCN(c2ccccc2)CC1,i,i
C(=C\c1ccncc1)/c1ccncc1,i,i
Cc1cccn2c(=O)c3cc(C(=O)NCC4CCCO4)c(=N)n(Cc4cccnc4)c3nc12 (centres undefined),i,i
CCOC(=O)CNC(=O)CSc1nc(-c2cccc(C)c2)ns1,i,i
CC1CCCCN1CCNC(=O)c1cc2c(-c3ccccc3F)nn(C)c2s1 (centres undefined),i,i
CCn1c(-c2cc(C3CC3)nc3ccccc23)n[nH]c1=S,i,i
FC(F)(F)c1cnc(/C=C/Nc2ccccc2Cl)c(Cl)c1,i,i
CCCCOc1ccc(C2(C)NC(=O)NC2=O)cc1 (centres undefined),i,i
O=C(Nc1ccccn1)c1cccs1,i,i
Cc1ccc(-n2nc3c(c2NC(=O)c2ccc4c(c2)OCO4)CSC3)cc1,i,i
COc1ccc(NS(=O)(=O)c2ccc(NC(=S)NC(=O)/C=C/c3ccccc3)cc2)nn1,i,i
NC(=O)c1ccc(NC(=O)C2CC2)cc1,i,i
O=C1C2C3C=CC(CO)(O3)C2C(=O)N1c1ccccc1-c1ccccc1 (centres undefined),i,i
COC(=O)c1sc(NC(=O)CSc2nc3nc(C)cc(C)n3n2)c(C(=O)OC)c1C,i,i
CCCCC(=O)Nc1nnc(-c2ccc(OC)cc2)s1,i,i
O=C(C1=C[C@H](C2CCCCC2)C[C@H](OCc2ccc(CO)cc2)O1)N1CCN(Cc2ccc3c(c2)OCO3)CC1,i,i
COC(=O)C1=NNC2C(=O)N(c3ccc(C)cc3)C(=O)C12 (centres undefined),i,i
CCOC(=O)CSc1nnc(CSc2nc(C)cc(C)n2)n1Cc1ccco1,i,i
CCC(C)c1ccc(NC(=S)NCc2cccs2)cc1 (centres undefined),i,i
CC(C)(C)c1nnc(NC(=O)C2CCN(c3ncccn3)CC2)s1,i,i

Further results.
structure,CHT allo act,CHT block
O=C(NC1CCCCC1)C(c1cccnc1)N(C(=O)c1csnn1)C1CCCC1 (centres undefined),i,i
CCC(=O)c1cn(CC(=O)NCc2ccco2)c2ccccc12,i,i
COc1cc(NC(=O)CCS(=O)(=O)c2ccc3c(c2)oc(=O)n3C)cc(OC)c1OC,i,i
CCCc1nc2ccccc2c(NC(=O)CN(CC)CC)c1CC,i,i
Cc1cccc(C)c1NC(=O)CCCSc1nnnn1C,i,i
CCOCCn1c(SC(C)C(C)=O)nc2c1c(=O)[nH]c(=O)n2C (centres undefined),i,i
O=C(Nc1ncccc1O)c1ccc(C(=O)c2ccccc2)cc1,i,i
CCOC(=O)c1c(C)nc2ccccc2c1C,i,i
Cc1c(NC(=O)Nc2cccc(Cl)c2)c(=O)n(-c2ccccc2)n1C,i,i
O=C(COc1ccc2ccccc2c1Br)Nc1ncn[nH]1,i,i
CC(C)CC(=O)NN1CCCCC1,i,i
Cc1ccc2nc(-c3ccc(NS(=O)(=O)c4ccccc4)cc3)sc2c1,i,i
CCCC(C)C(=O)Nc1ccc(Cl)cn1 (centres undefined),i,i
CC(C)(C)C1c2[nH]c3ccccc3c2CCN1CCCn1cccn1 (centres undefined),i,i
CCC(=O)NC(=S)Nc1ccc(NC(=O)c2cccnc2)cc1,i,i
CC(OC(=O)/C=C/c1ccccc1)C(=O)Nc1cccc(C#N)c1 (centres undefined),i,i
COc1ccc(CCNC(=O)CN2CCN(c3ccccc3Cl)CC2)cc1,i,i
O=C1C2C3C=CC(C4CC34)C2C(=O)N1/N=C/c1ccc(-c2ccccc2[N+](=O)[O-])o1 (centres undefined),i,i
COc1ccc(NC(=O)CSc2nnc(CN3CCOCC3)n2C)cc1Cl,i,i
CS(=O)(=O)c1ccc(Cl)c(NC(=O)c2cccc(-n3cnnn3)c2)c1,i,i
COCCCNC(=O)Cn1cc(/C=C(\C#N)C(=O)NC2CCCC2)c2ccccc21,i,i
Cc1ccc(S(=O)(=O)Nc2ccc(-c3nnc(SCC#N)n3C)cc2)cc1,i,i
CC(NC(=O)Nc1ncccn1)(C(F)(F)F)C(F)(F)F,i,i
CC1CC(C)CN(C(=O)CCc2ccccc2)C1 (centres undefined),i,i
CCN(CC(=O)Nc1c(F)cccc1F)C(=O)c1cccc(S(=O)(=O)N2CCN(c3ccccc3)CC2)c1,i,i
CCn1c(SCC(N)=O)nc2sc3c(c2c1=O)CCCC3,i,i
O=C1CC(c2ccccc2)CN1Cc1ccccc1 (centres undefined),i,i
O=C(NCC1CCCO1)c1sc2cc(Cl)ccc2c1Cl (centres undefined),i,i
CC1CCc2cccc3c2N1c1cc(C#N)c(C#N)cc1O3 (centres undefined),i,i
COc1ccccc1C1NC(c2ccccc2OC)C(C)C(=O)C1C (centres undefined),i,i
COc1ccccc1NCN1C(=O)CCC1=O,i,i
O=C(CSC1=NCCS1)N1CCc2ccccc21,i,i
O=C1CC(c2ccco2)CC(O)=C1C=NCCO (centres undefined),i,i
COC(=O)Cn1cc(/C=N/NC(=O)COc2cccc3cccnc23)c2ccccc21,i,i
COc1ccc(CCNC(=O)CCC(=O)N2CCN(S(=O)(=O)c3ccc(Cl)cc3)CC2)cc1OC,i,i
CC(NC(=O)Cn1nc(C(F)(F)F)c2c1CCC2)c1ccccc1 (centres undefined),i,i
Cc1nnc(SCC(=O)N2CC(C)OC(C)C2)n1-c1ccccc1 (centres undefined),i,i
Cc1ccc(S(=O)(=O)NC(CC(=O)N2CCOCC2)c2ccco2)cc1 (centres undefined),i,i
O=C(O)C1CCN(S(=O)(=O)c2ccc(N3CCC(O)CC3)c([N+](=O)[O-])c2)CC1,i,i
O=C1CC(c2ccc(F)cc2)C2=C(CCCC2=O)N1 (centres undefined),i,i

One compound at a time, from the list above:
O=C1CC(c2ccc(F)cc2)C2=C(CCCC2=O)N1 (centres undefined) is listed as CHT allo act: i; CHT block: i
O=C(NC1CCCCC1)C(c1cccnc1)N(C(=O)c1csnn1)C1CCCC1 (centres undefined) is listed as CHT allo act: i; CHT block: i

Looked up by structure from above, 2 records:
structure,CHT allo act,CHT block
Cc1nnc(SCC(=O)N2CC(C)OC(C)C2)n1-c1ccccc1 (centres undefined),i,i
Cc1ccc(S(=O)(=O)NC(CC(=O)N2CCOCC2)c2ccco2)cc1 (centres undefined),i,i

Continued:
structure,CHT allo act,CHT block
CC(C)CCNC(=O)C(C)N(Cc1ccc(F)cc1)C(=O)c1ccc(CN2CCOCC2)o1 (centres undefined),i,i
CC(=O)Nc1ccc2nc(NC(=O)COc3cccc(C)c3)sc2c1,i,i
Cc1cc(C)c2nc(SCC(=O)Nc3cc(C)on3)c(C#N)cc2c1,i,i
CC(C)OCCCNc1ncc2c(n1)CC(c1ccc(N(C)C)cc1)CC2=O (centres undefined),i,i
CNC(=O)c1nnc(Cc2ccc(F)cc2)o1,i,i
COc1ccc(N2C(=O)CC(N3CCN(S(=O)(=O)c4ccc(Cl)cc4)CC3)C2=O)cc1 (centres undefined),i,i
O=C(CN1CCN(c2ccccc2O)CC1)NCCCc1ccccc1,i,i
CC1CCCN(S(=O)(=O)c2ccc(C(=O)Nc3ccccc3-c3nc4ccccc4[nH]3)cc2)C1 (centres undefined),i,i
COc1cccc(NC=C2C(=O)OC(C)(C)OC2=O)c1,i,i
CCOC(=O)c1cc2c(nc1NC(=S)NCc1ccccc1)CCCC2,i,i

6 neighbouring entries from above, for reference:
structure,CHT allo act,CHT block
CC(=O)Nc1ccc2nc(NC(=O)COc3cccc(C)c3)sc2c1,i,i
Cc1cc(C)c2nc(SCC(=O)Nc3cc(C)on3)c(C#N)cc2c1,i,i
CC(C)OCCCNc1ncc2c(n1)CC(c1ccc(N(C)C)cc1)CC2=O (centres undefined),i,i
CNC(=O)c1nnc(Cc2ccc(F)cc2)o1,i,i
COc1ccc(N2C(=O)CC(N3CCN(S(=O)(=O)c4ccc(Cl)cc4)CC3)C2=O)cc1 (centres undefined),i,i
O=C(CN1CCN(c2ccccc2O)CC1)NCCCc1ccccc1,i,i

Continued:
structure,CHT allo act,CHT block
CC(=O)c1sc(C(C)(C)C)cc1NC(=O)c1ccccc1C(=O)O,i,i
Cc1[nH]c(=O)[nH]c1C(=O)CCCCC(=O)OCC(=O)Nc1ccccn1,i,i
c1ccc(Oc2ncnc3sccc23)cc1,i,i
Cc1cc(-c2ccc(C)c(S(=O)(=O)Nc3cccc(CN4CCCC4)c3)c2)on1,i,i
O=S(=O)(O)c1ccc(SCc2ccccc2)nc1,i,i
CCCc1cc(C(=O)OC)c(NC(=O)OCC)s1,i,i
COC(=O)CCC/C=C1/SCC(NC(=O)c2ccccc2)C1O (centres undefined),i,i
COc1ccnc(N=CNOCc2cccc(Cl)c2Cl)c1C#N,i,i
COc1ccc(Cc2noc(CN(C)CCc3ccccc3)n2)cc1OC,i,i
Nc1cccc([N+](=O)[O-])c1,i,i
Cn1c(CNc2cccc(Cl)c2)nnc1SCC#N,i,i
N#Cc1ccc(-c2ccc(F)cc2)nc1Sc1ccc(F)cc1,i,i
COc1ccc(C(=O)Nc2cc(Cl)ccc2OC(=O)c2ccc(OC)cc2)cc1,i,i
O=C(N/N=C/c1cc(Cl)cc(Cl)c1O)c1ccncc1,i,i
Nn1c(CSc2nc3ccccc3o2)nnc1CSc1nc2ccccc2o1,i,i
CCCc1cc(=O)oc2cc(Oc3ncccn3)ccc12,i,i
CC(C)C(=O)NN(C(=O)C(C)C)c1nc2ccccc2s1,i,i
COc1cc(OC)c(C(=O)O/N=C(\N)c2ccccn2)cc1OC,i,i
Cc1cc(C)c(NC2=NS(=O)(=O)c3ccccc32)c(C)c1,i,i
N#CCCN(NC1=NS(=O)(=O)c2ccccc21)C(=O)c1ccccc1Br,i,i
Cc1ccn(-c2cc(O)c(-n3ccc(C)n3)cc2O)n1,i,i
CC(C)(O)C(=O)N=Nc1c(O)[nH]c2ccccc12,i,i
O=C(c1ccc(S(=O)(=O)NCC2CCCO2)cc1)N1CCc2ccccc21 (centres undefined),i,i
COc1cccc(NC(=S)NNC(=O)CCn2cc([N+](=O)[O-])cn2)c1,i,i
Cc1ccc(OCCC(=O)OCC(=O)N2CCN(S(=O)(=O)c3ccc(C)cc3)CC2)cc1,i,i
Fc1cccc(Cn2cc(C(=S)N3CCCCC3)c3ccccc32)c1,i,i
CCOC(=O)C[C@H]1c2cc(C(F)(F)F)ccc2S(=O)(=O)N1C(C)C,i,i

Assay outcomes: PubChem, Johns Hopkins Ion Channel Center
